Screening results from PubChem.
HepG2 tox – kills HepG2 cells in TGF-b inhibitor counter-screen; HepG2 CAGA-GFP viability, ATP luminescence, 18 h; Potency, µM (titrated, usually from 46.1 µM), for inactives: top-dose activity change, negative = cytotoxicity, actives largely listed as cytotoxic; 410,000 tested, 0.76% active; also: potency is read from the fitted curve at half-maximal effect; some results filed as inactive show a strong effect at the top dose
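HepG2 CAGA-GFP cells (1000/well, DMEM with 1% FBS) received compound, then TGF-beta at 500 pg/mL final, and were incubated 18 hours at 37 degrees C. Viability was read by CellTiter-Glo luminescence. Media-only wells were set as complete cell-killing and DMSO as no toxicity.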
CCT modulator – cytosolic chaperonin activity modulation; purified chaperonin ATPase assay, HTRF ADP detection, 30 min; activity change, % (test concentration not listed), hits read low; 360,000 tested, 0.3% active; in the data active = activity change below about -30%; also: % is scaled to controls: 0 for no effect and ±100 for the full control effect
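First, chaperonin was dispensed at 40 nM or 20 nM final depending on batch activity. Next, compounds were pinned at 76 uM and ATP added at 10 uM. After 30 min at 37 °C, ADP detection reagents ran 30 min at ambient temperature.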
MmCpn inh – inhibitors of Methanococcus maripaludis chaperonin (MmCpn) | purified Mm-Cpn ATPase, ADP Transcreener TR-FRET | Potency, µM (doses to about 76.9 µM), for the others: top-dose activity, negative = inhibition, actives largely listed as inhibitors | 330,000 tested, 0.031% active; also: potency is read from the fitted curve at half-maximal effect; % is scaled to controls: 0 for no effect and ±100 for the full control effect; nearly all actives have a fitted effect of over 80% in size
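Eu-cryptate anti-ADP/ADP-d2 competition gives a ratio inversely related to ADP. Enzyme at 25 nM was pre-exposed to compound for 10 min, then given 10 uM ATP for 30 min, 37°C throughout.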
Nrf2 activator – Nrf2 pathway activation; AREc32 ARE-luciferase reporter (MCF7-derived line), luminescence, 24 h; Potency, µM (highest dose often 46.1 µM), for inactives: top-dose activation, hits mostly activators; 410,000 tested, 0.31% active; also: potency is read from the fitted curve at half-maximal effect; % of control where 0% means no effect; nearly all actives have a fitted effect of over 65% in size
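ARE-driven firefly luciferase activity in AREc32 cells measured after a 24 hr compound exposure at 37 deg C, using Steady-Glo reagent and a 30 min room-temperature hold.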
ATXN viability – reduces viability in counter-screen for ATXN expression inhibitors; S2 cells (HEK-293 line with an ATXN2-luciferase reporter) viability, CellTiter-Fluor protease fluorescence, 24 h; Potency, µM (titrated, usually from 56.7 µM), actives largely listed as cytotoxic; 400,000 tested, 0.49% active; AID 651635; also: potency is read from the fitted curve at half-maximal effect; nearly all actives have a fitted effect of over 40% in size
A549 viability – counter-screen for Nrf2 inhibitors: cytotoxicity in A549 cells; A549 ARE-Fluc cells, CellTiter-Fluor viability, 18-24 h; Potency, µM (highest dose often 46 µM), for inactives: at the top dose activity change, negative = cytotoxicity, actives largely listed as inhibitors; 390,000 tested, 0.16% active; also: potency is read from the fitted curve at half-maximal effect; % is scaled to controls: 0 for no effect and ±100 for the full control effect
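Cytotoxicity counterscreen: CellTiter-Fluor fluorescence was measured in A549 ARE_Fluc cells after 18-24 h of compound exposure in a concentration series. The subsequent BugLite luminescent read reports ARE-luciferase activity.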
pAkt inh – blocks phosphorylation of Akt. Neuro2A IGF-stimulated pAkt S473 HTRF, 20 min; stronger effect = lower value. activity change, % for hits at 50 µM. 360,000 tested, 0.32% active; in the data active = activity change below about -80%; inconclusive = mostly about -51% to -80%; also: % is scaled to controls: 0 for no effect and ±100 for the full control effect
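Neuro2A cells in DMEM with 0.5% FBS, overnight at 37 deg C, given compound at single 50 µM final, then IGF (6 nM final) for 20 min at 37 deg C. Lysed; phospho-Akt Ser473 by HTRF after 24 h, 665/615 ratio.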
Nrf2 block – inhibitors of Nrf2 signaling | Potency, µM (series often up to 46 µM), without a hit: at the top dose activity change, negative = inhibition, usual class: inhibitors | 360,000 tested, 2.1% active | A549 ARE-Fluc reporter, luciferase luminescence, 18-24 h; also: potency is read from the fitted curve at half-maximal effect; % is scaled to controls: 0 for no effect and ±100 for the full control effect; nearly all actives have a fitted effect of over 60% in size
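In this cell-based qHTS, ARE-driven firefly luciferase in A549 cells reports Nrf2 activity; the luminescent signal after BugLite lysis is the measured value, with a prior CellTiter-Fluor read for cell health.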
TGFb SMAD3 inh – inhibitors of TGF-b signaling; HepG2 CAGA-GFP TGF-b/SMAD3 reporter, GFP fluorescence, 18 h; TGF-beta stimulated, 500 pg/mL final; 410,000 tested, 1.2% active; Potency, µM (doses to about 46.1 µM), for the others: top-dose activity, negative = inhibition, hits mostly inhibitors; also: potency is read from the fitted curve at half-maximal effect; % is scaled to controls: 0 for no effect and ±100 for the full control effect; nearly all actives have a fitted effect of over 65% in size
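HEPG2 CAGA-GFP, 1000 cells/well; 2 h settle, 37 C; cpd via pin tool; TGF-b 500 pg/mL final; 18 h, 37 C; GFP imaging ex488/em500-530; %Activity normalised to -TGF-b and +DMSO controls; CRC fit, curve class.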
The depositor's hits bear a star; i = inactive; ? = inconclusive; . = not tested or not shown; [ ] = remark or other dose. Unless noted, calls follow the shape of the dose curve; as a rule, active = well fitted curve in the direction sought with a large enough effect; inconclusive = small, poorly fitted or top-dose-only effect, or another doubt; inactive = no such curve, though single readings can be large; an effect the other way counts as inactive or inconclusive. Compounds were not picked by outcome; overall some 4.4% were active at least once.

1) COc1ccc(C)cc1S(=O)(=O)Nc1cccnc1
2) CCOC(=O)CSc1nc(C2CC2)cc(-c2ccc(Cl)cc2)c1C#N
3) COc1ccccc1-c1cc(NC(C)=O)c2ncc(-c3cccc(C(C)=O)c3)n2c1
4) CC(C)CC(OC(=O)CC1Sc2ccccc2NC1=O)C(=O)NC1CCCC1 (stereo unspecified)
5) COCCCNC(CC(=O)Nc1ccc(OC)cc1OC)C(=O)O (stereo unspecified)
6) O=C(O)c1ccccc1N1C(=O)C2C3c4ccccc4C(Br)(c4ccccc43)C2C1=O (stereo unspecified)
Compound	1	2	3	4	5	6
ATXN viability	?	i	?	i	i	i
pAkt inh	i	i	i	i	i	i
Nrf2 activator	-0.2%	0.0%	?	-0.3%	0.1%	-1.3%
CCT modulator	-0.8	-2.4	1.0	-1.8	0.0	-1.7
MmCpn inh	3%	1%	.	1%	.	2%
HepG2 tox	23%	0%	-23%	11%	18%	5%
A549 viability	?	-3%	.	1%	?	0%
TGFb SMAD3 inh	-15%	-12%	-20%	15%	1%	6%
Nrf2 block	2%	-12%	.	-13%	-10%	-1%

7) CCOc1ccc(S(=O)(=O)N2CCC(C(=O)Nc3cccc(NC(C)=O)c3)CC2)cc1
8) Cc1nn(-c2ccccc2)c(C)c1S(=O)(=O)O
9) CC1CCCC(NC(=O)c2cc(S(=O)(=O)N3CCOCC3)ccc2F)C1C (stereo unspecified)
10) Cc1cccc(NC(=O)CN2C(=O)COc3ccc(Cl)cc32)c1C
11) Cc1ccc(NC(=O)C2CCN(S(=O)(=O)c3cccs3)CC2)cc1C
12) Cc1cc(=O)[nH]c2c(C)cc(S(=O)(=O)N3CCOCC3)cc12
Compound	7	8	9	10	11	12
ATXN viability	i	i	i	i	i	i
pAkt inh	i	i	i	i	i	i
Nrf2 activator	-0.3%	-0.9%	-0.8%	0.5%	3.3%	-0.1%
CCT modulator	1.3	-2.3	1.6	-1.9	-2.2	-2.0
MmCpn inh	2%	0%	1%	0%	?	.
HepG2 tox	-11%	0%	-14%	-6%	-26%	13%
A549 viability	5%	0%	9%	2%	-22%	-9%
TGFb SMAD3 inh	-1%	-8%	-22%	4%	-1%	6%
Nrf2 block	-4%	0%	-23%	8%	26µM*	?

13) O=C(Cn1cccc1C(=O)c1ccccc1)NCc1cccc(Cl)c1
14) COc1ccc(C(=O)Nc2nnc(-c3cccs3)s2)cc1
15) O=c1cc(N2CCN(c3ccccc3)CC2)[nH]c(=O)n1C1CCCCC1
16) COC(=O)c1ccc(C(=O)OC)c(NS(C)(=O)=O)c1
17) Nc1nc(NCc2ccco2)nc(Nc2ccccc2)c1[N+](=O)[O-]
18) COc1ccc(N(CC(=O)NCc2ccco2)S(=O)(=O)c2ccc(OC)c(OC)c2)cc1
Compound	13	14	15	16	17	18
ATXN viability	i	?	i	i	i	?
pAkt inh	i	i	i	i	i	i
Nrf2 activator	5.3%	6.1%	0.6%	-0.1%	17%	-0.6%
CCT modulator	0.0	1.0	-0.1	-2.5	-2.1	-1.1
MmCpn inh	-3%	-28%	?	-1%	-17%	0%
HepG2 tox	0%	-23%	-25%	4%	-8%	-1%
A549 viability	-6%	-4%	?	7%	-1%	-4%[1.84 µM]
TGFb SMAD3 inh	0%	-4%	-27%	-9%	-4%	-10%
Nrf2 block	6%	?	-6%	19%	-18%	11%

19) COc1ccc(NC(=O)Cn2cc(S(=O)(=O)Cc3ccc(F)cc3)c3ccccc32)cc1OC
20) Cc1ccc(OC(F)F)c(NC(=O)Nc2ccc3c(c2)OCO3)c1
21) CCC(CC)N=C1NS(=O)(=O)c2cc([N+](=O)[O-])ccc21
22) COc1ccc(NC(C)=O)cc1C
23) Cc1ccccc1NS(=O)(=O)c1ccc(C2CNC(=O)C2)cc1 (stereo unspecified)
24) N#Cc1cccc(NS(=O)(=O)c2ccc(S(=O)(=O)N3CCOCC3)cc2)c1
Compound	19	20	21	22	23	24
ATXN viability	.	i	i	i	i	i
pAkt inh	.	i	i	i	i	i
Nrf2 activator	4.5%	3.0%	-0.6%	0.0%	0.0%	2.3%
CCT modulator	.	-2.2	0.2	3.4	-3.2	-2.6
MmCpn inh	.	-6%	2%	1%	2%	0%
HepG2 tox	-14%	-30%	15%	9%	3%	7%
A549 viability	-17%	5%	-1%	0%	1%	0%
TGFb SMAD3 inh	-13%	-3%	3%	9%	-4%	0%
Nrf2 block	?	1%	?	4%	-23%	2%

25) O=C(N/C(=C/c1ccco1)C(=O)N1CCOCC1)c1ccccc1Br
26) COc1cccc(/C=N/NC(=O)c2nc(-c3ccccc3)cc(-c3ccccc3)n2)c1
27) O=C(NCCN1CCCC1)c1ccc2c(c1)N(Cc1ccc(F)cc1)C(=O)c1ccccc1S2=O (stereo unspecified)
28) Cc1ccc(NC(=O)COC(=O)C2CC(=O)N(Cc3ccccc3)C2)cc1F (stereo unspecified)
29) CCC(C)(C)n1nnnc1C(c1ccc(C)cc1)N(Cc1ccco1)Cc1cccs1 (stereo unspecified)
30) Cc1ccc(CN2C(=O)C3(c4ccccc42)N(c2cccc(F)c2)C(=O)CS3(=O)=O)cc1 (stereo unspecified)
Compound	25	26	27	28	29	30
ATXN viability	i	?	i	i	i	i
pAkt inh	i	i	i	i	i	.
Nrf2 activator	-0.7%	-0.4%	5.7%	0.2%	3.3%	1.0%
CCT modulator	2.0	-1.5	-0.5	0.9	-4.7	.
MmCpn inh	-6%	0%	-1%	-1%	-1%	.
HepG2 tox	-2%	24%	-6%	-4%	-15%	-34%
A549 viability	2%	-15%	7%	7%	0%	0%
TGFb SMAD3 inh	11%	-8%	-13%	3%	-3%	-10%
Nrf2 block	7%	.	-2%	9%	-26%	?

31) C=C(C)c1cccc(C(C)(C)NC(=O)N2CCOCC2)c1
32) Cc1ccc(C(=O)NC(=S)NCc2cccnc2)cc1C
33) Nc1cccc2c(=O)c3ccccc3[nH]c12
34) COc1ccc2nc(NC(=O)C3CCCN(S(=O)(=O)c4cccc5nonc45)C3)sc2c1 (stereo unspecified)
35) O=C(c1ccc2c(c1)OCCO2)C1CCN(S(=O)(=O)c2ccc(F)cc2)CC1
36) CCc1ccc(OCC2c3cc(OC)c(OC)cc3CCN2C(=O)Cc2ccc(OC)c(OC)c2)cc1 (stereo unspecified)
Compound	31	32	33	34	35	36
ATXN viability	i	i	i	i	i	i
pAkt inh	i	i	i	i	.	.
Nrf2 activator	-0.1%	2.8%	2.5%	2.9%	-0.8%	0.5%
CCT modulator	-1.4	0.9	-4.3	3.3	-3.0	.
MmCpn inh	0%	1%	-2%	-9%	1%	.
HepG2 tox	5%	-8%	0%	-28%	-15%	-23%
A549 viability	1%	6%	-3%	-8%	2%	?
TGFb SMAD3 inh	-15%	-4%	-12%	3%	-1%	11µM*
Nrf2 block	-19%	-6%	?	-20%	.	.

37) COc1cc(CC(=O)OCC(=O)NC2CCCCC2C)cc(OC)c1OC (stereo unspecified)
38) Cn1cc(C(=O)N/N=C/c2c(O)ccc3ccccc23)ccc1=O
39) COc1ccccc1CN1[C@@H](CC(=O)O)c2cc(F)ccc2S1(=O)=O
40) Nc1nc(NC(=O)c2ccc(Cl)cc2)nn1-c1ccccc1
41) OC1(c2ccc3ccccc3c2)CCN(Cc2ccccc2)C1 (stereo unspecified)
42) Cc1ccc(CNS(=O)(=O)c2c(C)[nH]c(=O)[nH]c2=O)cc1
43) O=C(CSc1nc2ccccc2c(=O)[nH]1)N1CCN(S(=O)(=O)c2ccccc2)CC1
44) O=C(CSCc1cccc(Br)c1)N/N=C/c1ccc2c(c1)OCO2
Compound	37	38	39	40	41	42	43	44
ATXN viability	i	i	i	i	i	i	i	i
pAkt inh	i	i	i	i	i	i	-84%*	i
Nrf2 activator	-0.9%	0.1%	-0.1%	-0.2%	2.4%	-0.4%	-0.6%	-0.1%
CCT modulator	1.9	-2.6	2.2	0.8	-4.3	-3.0	-1.2	-0.6
MmCpn inh	1%	0%	.	1%	2%	-1%	0%	-2%
HepG2 tox	5%	3%	2%	7%	-3%	3%	5%	-29%
A549 viability	3%	-10%	0%	-2%	3%	-3%	20%	-4%
TGFb SMAD3 inh	4%	0%	9%	9%	28%	-3%	-10%	1%
Nrf2 block	5%	?	-7%	20%	?	-1%	-4%	-21%

Records listed so far shown as hits in Nrf2 block:
| No. | smiles | pAkt inh | Nrf2 activator | CCT modulator | MmCpn inh | Nrf2 block |
| --- | --- | --- | --- | --- | --- | --- |
| 11 | Cc1ccc(NC(=O)C2CCN(S(=O)(=O)c3cccs3)CC2)cc1C | i | 3.3% | -2.2 | ? | 26µM* |

Compound profiles, from the list above.
Profile of Cc1cccc(NC(=O)CN2C(=O)COc3ccc(Cl)cc32)c1C = ATXN viability = i; pAkt inh = i; Nrf2 activator = 0.5%; CCT modulator = -1.9; MmCpn inh = 0%; HepG2 tox = -6%; A549 viability = 2%; TGFb SMAD3 inh = 4%; Nrf2 block = 8%
Profile of Cc1ccc(CN2C(=O)C3(c4ccccc42)N(c2cccc(F)c2)C(=O)CS3(=O)=O)cc1 (stereo unspecified) = ATXN viability = i; pAkt inh = .; Nrf2 activator = 1.0%; CCT modulator = .; MmCpn inh = .; HepG2 tox = -34%; A549 viability = 0%; TGFb SMAD3 inh = -10%; Nrf2 block = ?
